Bioassay records: PubChem, several laboratories
eLon inh: inhibitors of E. coli Lon protease, primary screen, biochemical, fluorescence polarization; P0A9M0; purified E. coli Lon protease; inhibition, % at 7.94 µM; 360,000 tested, 0.42% active; AID 602123, 2011; in the data active = inhibition above about 13%, passing the limit was not always enough;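 note: 0% = enzyme with probe and DMSO and 100% = no enzyme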
MsrA act: bovine MsrA enzyme activators, primary screen, biochemical, absorbance, HTS; Methionine sulfoxide reductase A (Bos taurus); purified bovine MsrA, absorbance read-out; activation, % at 10.6 µM; 360,000 tested, 0.3% active; AID 602163, 2012; in the data active = activation above about 7.5%;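 note: 0% = vehicle and 100% = reference activator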
MLLE-PAM2 inh: inhibitors of PABP1 MLLE–PAM2 peptide binding, primary screen, biochemical, fluorescence polarization, FITC-PAM2, GST-MLLE | Polyadenylate-binding protein 1 (Homo sapiens), P11940 | inhibition, % at 20 µM | 360,000 tested, 0.36% active | AID 588489, 2011; in the data active = inhibition above about 35%, passing the limit was not always enough;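 note: plate controls were DMSO wells with GST-MLLE for no effect and wells lacking GST-MLLE protein for full effect; some results filed as inactive read as strong as hits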
CSN deneddyl inh: inhibitors of CSN-mediated cullin deneddylation, primary screen, biochemical, fluorescence polarization, uHTS | COP9 signalosome complex subunit 5 (Homo sapiens), Q92905 | Purified CSN, SCF-Nedd8-OG deneddylation | inhibition, % at 12.5 µM | 360,000 tested, 0.38% active | AID 651999, 2013;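 active = pattern-corrected inhibition above about 35%, with an unprinted fluorescence ratio check between 0.5 and 1.5, limit read from the data, passing the limit was not always enough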;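 note: 0% = enzyme with substrate and 100% = substrate without enzyme; some results filed as inactive read as strong as hits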
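Test system: Human Csn5 produced in HEK293T cells | Compound: 12.5 µM single point | Times: 90 min, room temperature | Signal: Fluorescence polarization readout | Read-out basis: % inhibition of substrate cleavage by Csn5 | Controls: no-enzyme wells high, enzyme-with-substrate wells low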
TbMetRS inhib: T. brucei MetRS inhibitors, primary screen, biochemical, luminescence. purified T. brucei MetRS, ATP depletion, Kinase-Glo luminescence. inhibition, % at 11.9 µM. 360,000 tested, 0.4% active;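 active = inhibition above a per-plate cutoff of the control wells' mean inhibition plus 3 SD, cut at about 5.5% in these data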;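 note: 0% = DMSO wells median and 100% = median of wells with control inhibitor compound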
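Material: parasite MetRS enzyme / Replication: singlicate, one well per compound / Signal: luminescence of leftover ATP / Schedule: 2 h aminoacylation at 25 °C after 15 min preincubation / Medium: HEPES-MgCl2-KCl buffer plus DTT, spermine, BSA, pyrophosphatase / Doses: 11.9 µM single point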
Neddylation inh: inhibitors of cullin neddylation, primary screen, biochemical, TR-FRET, uHTS, NAE and Ubc12; NEDD8-conjugating enzyme Ubc12 (Homo sapiens) + NEDD8-activating enzyme E1 regulatory …; calls only at 25 µM; 360,000 tested, 0.58% active; in the data active = inhibition above about 36%
FAS TE block: FAS thioesterase domain inhibitors, primary screen, biochemical, fluorescence intensity, uHTS. Fatty acid synthase (Homo sapiens), P49327. recombinant FAS-TE, OMFH fluorogenic substrate, fluorescence endpoint. inhibition, % at 15 µM. 360,000 tested, 0.67% active. AID 602261, 2012;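 active = compounds whose normalised, plate-corrected inhibition of enzyme fluorescence in the single-dose primary screen is 50% or more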;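 note: 0% = DMSO with enzyme and 100% = substrate without enzyme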
Rin1-Abl PPI inh: inhibitors of Rin1-Abl protein binding, primary screen, biochemical, TR-FRET; inhibition, % at 7.35 µM; 360,000 tested, 0.4% active; AID 588664, 2011; in the data active = inhibition above about 5%, passing the limit was not always enough
Target sequence (P00519 whole entry, looked up): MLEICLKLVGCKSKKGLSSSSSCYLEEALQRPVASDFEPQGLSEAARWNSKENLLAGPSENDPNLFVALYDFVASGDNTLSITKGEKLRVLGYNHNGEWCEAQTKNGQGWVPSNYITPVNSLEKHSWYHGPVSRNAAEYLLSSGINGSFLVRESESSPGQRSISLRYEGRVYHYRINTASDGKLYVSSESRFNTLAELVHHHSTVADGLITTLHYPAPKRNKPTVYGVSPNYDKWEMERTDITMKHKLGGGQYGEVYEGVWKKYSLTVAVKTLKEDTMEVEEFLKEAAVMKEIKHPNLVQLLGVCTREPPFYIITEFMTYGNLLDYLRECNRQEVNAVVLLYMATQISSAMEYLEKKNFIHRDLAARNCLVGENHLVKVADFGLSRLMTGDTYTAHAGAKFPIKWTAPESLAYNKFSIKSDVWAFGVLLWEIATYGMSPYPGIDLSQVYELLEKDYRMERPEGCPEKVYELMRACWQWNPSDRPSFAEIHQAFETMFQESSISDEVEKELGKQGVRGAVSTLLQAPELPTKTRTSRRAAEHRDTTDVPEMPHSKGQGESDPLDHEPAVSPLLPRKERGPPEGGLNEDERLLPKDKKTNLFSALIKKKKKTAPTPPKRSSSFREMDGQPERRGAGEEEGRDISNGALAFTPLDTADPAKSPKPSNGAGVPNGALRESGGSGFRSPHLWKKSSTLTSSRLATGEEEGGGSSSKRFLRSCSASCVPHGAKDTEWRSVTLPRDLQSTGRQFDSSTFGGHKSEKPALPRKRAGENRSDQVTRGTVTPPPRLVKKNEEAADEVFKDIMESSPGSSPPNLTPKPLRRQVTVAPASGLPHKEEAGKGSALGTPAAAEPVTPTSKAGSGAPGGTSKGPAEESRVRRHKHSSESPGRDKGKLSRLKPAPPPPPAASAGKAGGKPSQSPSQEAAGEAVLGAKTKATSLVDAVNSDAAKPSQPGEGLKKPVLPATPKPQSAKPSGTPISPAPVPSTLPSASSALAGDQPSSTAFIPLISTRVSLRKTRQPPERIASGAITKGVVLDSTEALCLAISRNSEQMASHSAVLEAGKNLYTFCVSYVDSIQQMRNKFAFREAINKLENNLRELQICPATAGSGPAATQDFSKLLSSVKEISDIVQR
Target sequence (Q13671 whole entry, looked up): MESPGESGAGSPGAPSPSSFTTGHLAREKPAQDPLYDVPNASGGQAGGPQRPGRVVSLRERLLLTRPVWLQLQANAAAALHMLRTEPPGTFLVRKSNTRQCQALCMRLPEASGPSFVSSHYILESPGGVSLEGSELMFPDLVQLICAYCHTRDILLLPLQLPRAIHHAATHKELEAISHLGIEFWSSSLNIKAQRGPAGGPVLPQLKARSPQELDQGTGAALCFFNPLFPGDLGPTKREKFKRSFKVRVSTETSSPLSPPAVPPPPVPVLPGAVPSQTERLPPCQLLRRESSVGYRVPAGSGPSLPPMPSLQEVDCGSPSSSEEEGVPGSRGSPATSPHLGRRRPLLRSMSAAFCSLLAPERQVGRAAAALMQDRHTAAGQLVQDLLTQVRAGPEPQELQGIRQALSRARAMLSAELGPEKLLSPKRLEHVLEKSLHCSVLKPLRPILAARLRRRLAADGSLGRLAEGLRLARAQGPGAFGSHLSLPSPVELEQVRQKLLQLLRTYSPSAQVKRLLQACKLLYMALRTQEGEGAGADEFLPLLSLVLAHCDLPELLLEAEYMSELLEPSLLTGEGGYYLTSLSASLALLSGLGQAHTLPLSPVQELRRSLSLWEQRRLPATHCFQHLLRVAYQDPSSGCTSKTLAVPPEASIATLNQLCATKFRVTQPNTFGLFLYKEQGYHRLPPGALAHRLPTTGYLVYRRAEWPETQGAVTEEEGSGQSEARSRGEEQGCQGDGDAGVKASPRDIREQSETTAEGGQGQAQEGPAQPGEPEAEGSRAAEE
MsrA inhibitor: bovine MsrA enzyme inhibitors, primary screen, biochemical, absorbance, HTS. Methionine sulfoxide reductase A (Bos taurus). AID 651718, 2012. purified bovine MsrA, absorbance read-out. 360,000 tested, 0.75% active. inhibition, % at 15.5 µM; in the data active = inhibition above about 4.5%;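 note: 0% = vehicle wells with enzyme and 100% = reference inhibitor wells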
The depositor's hits bear a star.

For COc1cc(CN2CCN(CC#Cc3ccccc3)CC2CCO)cc(OC)c1 (stereo not drawn) the results were eLon inh 2.5, MsrA act -5.9, MLLE-PAM2 inh -2.7, CSN deneddyl inh -0.9, TbMetRS inhib -0.8, Neddylation inh inactive, FAS TE block 2.7, Rin1-Abl PPI inh 0.0 and MsrA inhibitor 0.5.
`Cc1ccc(-c2nn(-c3ccccc3)cc2/C=C/C(=O)Nc2nccs2)cc1` gave eLon inh -3.1, MsrA act -1.6, MLLE-PAM2 inh 8.0, CSN deneddyl inh -16.7, TbMetRS inhib -0.3, FAS TE block 0.3, Rin1-Abl PPI inh 1.1 and MsrA inhibitor -0.1.
For O=C(NCc1cc(Cl)cc(Cl)c1)c1ccc2nc([C@@H]3O[C@H](CO)[C@@H](O)[C@H]3O)[nH]c2c1 the results were eLon inh 2.2, MsrA act -5.7, MLLE-PAM2 inh -15.1, CSN deneddyl inh -2.8, TbMetRS inhib 11.4*, Neddylation inh inactive, FAS TE block -9.1, Rin1-Abl PPI inh -0.7 and MsrA inhibitor 1.7.
CCc1nc2c(OCc3ccccc3C(=O)OC)cccn2c1N(C)C(=O)CC(C)C was read as eLon inh 0.6, MsrA act -2.7, MLLE-PAM2 inh 6.3, CSN deneddyl inh -0.5, TbMetRS inhib -0.1, Neddylation inh inactive, FAS TE block -2.7, Rin1-Abl PPI inh 4.7 and MsrA inhibitor -0.5.
Screening COc1ccc(N2CCN(C(=O)CCCCCn3c(=S)[nH]c4cc5c(cc4c3=O)OCO5)CC2)cc1 returned eLon inh -1.9, MsrA act -6.2, MLLE-PAM2 inh -17.0, CSN deneddyl inh -1.0, TbMetRS inhib 0.9, Neddylation inh inactive, FAS TE block -3.8 and Rin1-Abl PPI inh 4.5.
O=C(CSc1nc(O)cc(=O)n1C1CCCC1)Nc1cccc(Cl)c1Cl was read as eLon inh -1.1, MsrA act -1.9, MLLE-PAM2 inh 21.2, CSN deneddyl inh 3.8, TbMetRS inhib -0.1, Neddylation inh inactive, FAS TE block 0.8, Rin1-Abl PPI inh 1.5 and MsrA inhibitor -0.1.
Screening CS(=O)(=O)NCC(c1cccnc1)N1CCN(c2ccc(F)cc2)CC1 (stereo not drawn) returned eLon inh 3.9, MsrA act -0.6, MLLE-PAM2 inh -4.2, CSN deneddyl inh 0.9, TbMetRS inhib 0.4, Neddylation inh inactive, FAS TE block -8.1, Rin1-Abl PPI inh 0.3 and MsrA inhibitor -0.1.
O=C(O)c1cccc(O)c1O was read as eLon inh 1.5, MsrA act -2.5, MLLE-PAM2 inh 8.9, CSN deneddyl inh 1.3, TbMetRS inhib -0.2, Neddylation inh inactive, FAS TE block -5.0, Rin1-Abl PPI inh 4.7 and MsrA inhibitor 0.7.
For COc1ccccc1N1CCN(C(=O)CN2C(=O)c3ccccc3C2=O)CC1 the results were eLon inh -0.4, MsrA act -2.8, MLLE-PAM2 inh 0.8, CSN deneddyl inh -1.9, TbMetRS inhib -0.8, Neddylation inh inactive, FAS TE block -1.3, Rin1-Abl PPI inh -5.6 and MsrA inhibitor -0.3.
CCOc1ccc(C(C)=O)cc1CSc1nnc(-c2ccoc2C)n1N was read as eLon inh 2.3, MsrA act -1.1, MLLE-PAM2 inh -48.7, CSN deneddyl inh 5.1, TbMetRS inhib 0.3, Neddylation inh inactive, FAS TE block -8.0, Rin1-Abl PPI inh 1.1 and MsrA inhibitor 0.6.
Nc1nc(Cl)cc(N2CCOCC2)n1 was read as eLon inh -2.8, MsrA act -9.6, MLLE-PAM2 inh -4.8, CSN deneddyl inh 2.1, TbMetRS inhib -1.5, Neddylation inh inactive, FAS TE block -6.7, Rin1-Abl PPI inh -1.2 and MsrA inhibitor 0.1.
`CCCNC(=S)Nc1c(C)n(C)n(-c2ccccc2)c1=O` gave eLon inh -1.9, MsrA act -10.4, MLLE-PAM2 inh 2.3, CSN deneddyl inh -4.2, TbMetRS inhib -1.0, Neddylation inh inactive, FAS TE block -4.5, Rin1-Abl PPI inh -0.9 and MsrA inhibitor -1.4.
Screening CSc1cc(N2CCOCC2)nc(-c2ccccc2Cl)n1 returned eLon inh -4.4, MsrA act 0.0, MLLE-PAM2 inh 5.1, CSN deneddyl inh 0.8, TbMetRS inhib -0.7, Neddylation inh inactive, FAS TE block 1.3, Rin1-Abl PPI inh -1.5 and MsrA inhibitor -0.5.
For O=[N+]([O-])c1cc(S(=O)(=O)Nc2ccccc2)ccc1Nc1ccccc1 the results were eLon inh -6.9, MsrA act -4.8, MLLE-PAM2 inh 6.6, CSN deneddyl inh 3.0, TbMetRS inhib -0.2, Neddylation inh inactive, FAS TE block 26.4, Rin1-Abl PPI inh 0.6 and MsrA inhibitor 5.7*.
CCC(Cc1ccccc1)NS(=O)(=O)c1ccc2c(c1)NC(=O)C(C)S2 (stereo not drawn) was read as eLon inh -9.2, MsrA act 3.3, MLLE-PAM2 inh 4.1, CSN deneddyl inh 8.1, TbMetRS inhib -0.3, Neddylation inh inactive, FAS TE block 29.9, Rin1-Abl PPI inh 6.1 and MsrA inhibitor 0.0.

The last 2 entries of the part before are carried over, then new ones follow:
For O=[N+]([O-])c1cc(S(=O)(=O)Nc2ccccc2)ccc1Nc1ccccc1 the results were eLon inh -6.9, MsrA act -4.8, MLLE-PAM2 inh 6.6, CSN deneddyl inh 3.0, TbMetRS inhib -0.2, Neddylation inh inactive, FAS TE block 26.4, Rin1-Abl PPI inh 0.6 and MsrA inhibitor 5.7*.
CCC(Cc1ccccc1)NS(=O)(=O)c1ccc2c(c1)NC(=O)C(C)S2 (stereo not drawn) was read as eLon inh -9.2, MsrA act 3.3, MLLE-PAM2 inh 4.1, CSN deneddyl inh 8.1, TbMetRS inhib -0.3, Neddylation inh inactive, FAS TE block 29.9, Rin1-Abl PPI inh 6.1 and MsrA inhibitor 0.0.
`O=C1[C@H]2[C@@H](c3ccc(C(F)(F)F)cc3)N[C@]3(CCCN(Cc4ccc(Br)cc4)C3=O)[C@H]2C(=O)N1Cc1ccccc1` gave eLon inh 9.1, MsrA act -1.0, MLLE-PAM2 inh 12.0, CSN deneddyl inh -1.7, TbMetRS inhib -1.1, Neddylation inh inactive, FAS TE block 41.2, Rin1-Abl PPI inh -6.5 and MsrA inhibitor 0.6.
O=C(O)c1ccccc1Nc1ccc([N+](=O)[O-])c2nonc12 was read as eLon inh 6.2, MsrA act -9.6, MLLE-PAM2 inh -27.0, CSN deneddyl inh 7.3, TbMetRS inhib -1.4, Neddylation inh inactive, FAS TE block -4.4 and Rin1-Abl PPI inh -3.0.
`CCc1noc(C)c1C(=O)N1CCN(S(=O)(=O)c2ccccc2C(F)(F)F)CC1` gave eLon inh -11.1, MsrA act -1.5, MLLE-PAM2 inh 88.3*, CSN deneddyl inh -3.6, TbMetRS inhib -0.1, Neddylation inh inactive, FAS TE block -7.5, Rin1-Abl PPI inh 2.2 and MsrA inhibitor 0.2.
`CC1CN(S(=O)(=O)c2ccc(F)cc2)CN1C(=O)N1CCOCC1` (stereo not drawn) gave eLon inh 5.2, MsrA act -2.8, MLLE-PAM2 inh -3.3, CSN deneddyl inh 1.4, TbMetRS inhib -0.2, Neddylation inh inactive, FAS TE block -2.0, Rin1-Abl PPI inh -1.9 and MsrA inhibitor 1.0.
O=C(COc1ncnc2ccccc12)NCc1ccco1 was read as eLon inh 0.8, MsrA act -11.8, MLLE-PAM2 inh 1.0, CSN deneddyl inh 2.7, TbMetRS inhib -0.5, Neddylation inh inactive, FAS TE block -4.3, Rin1-Abl PPI inh 0.4 and MsrA inhibitor 0.5.
For COc1ccc(CCNC(=O)COC(=O)COc2ccc(C#N)cc2)cc1 the results were eLon inh 0.1, MsrA act -1.9, MLLE-PAM2 inh -2.6, CSN deneddyl inh 0.9, TbMetRS inhib 0.2, Neddylation inh inactive, FAS TE block -4.7, Rin1-Abl PPI inh -1.5 and MsrA inhibitor -0.6.
For COc1cccc(-c2ccc(CN3C(C(C)C)C(=O)N(Cc4cn(CCC5OCCO5)nn4)CCS3(=O)=O)cc2)c1OC (stereo not drawn) the results were eLon inh 2.1, MsrA act 1.6, MLLE-PAM2 inh 7.3, CSN deneddyl inh -2.8, TbMetRS inhib 0.2, Neddylation inh inactive, FAS TE block 0.5, Rin1-Abl PPI inh 3.5 and MsrA inhibitor 0.8.
CCOC(=O)Cc1csc(NC(=O)CCCCCN2C(=O)c3ccccc3C2=O)n1 was read as eLon inh -0.8, MsrA act -10.5, MLLE-PAM2 inh 6.0, CSN deneddyl inh -3.4, TbMetRS inhib -0.8, Neddylation inh inactive, FAS TE block -1.5, Rin1-Abl PPI inh -4.8 and MsrA inhibitor 0.7.
C[C@H](NS(=O)(=O)OCC(Cl)(Cl)Cl)C1CC1c1ccccc1 (stereo partly drawn) was read as eLon inh -2.1, MsrA act -10.3, MLLE-PAM2 inh -6.9, CSN deneddyl inh 3.6, TbMetRS inhib -0.6, Neddylation inh inactive, FAS TE block 18.5, Rin1-Abl PPI inh 2.4 and MsrA inhibitor -0.4.
Screening CN(C)Cc1ccccc1COc1ccccc1 returned eLon inh 3.5, MsrA act -1.0, MLLE-PAM2 inh 18.3, CSN deneddyl inh 3.8, TbMetRS inhib 0.2, Neddylation inh inactive, FAS TE block -7.3, Rin1-Abl PPI inh -4.1 and MsrA inhibitor 0.7.
CN(C)S(=O)(=O)c1ccc(N2CCCC2)c(C(=O)NCC(=O)Nc2ccc(F)c(F)c2)c1 was read as eLon inh -1.2, MsrA act -4.3, MLLE-PAM2 inh -5.0, CSN deneddyl inh 2.4, TbMetRS inhib 0.1, Neddylation inh inactive, FAS TE block 33.0, Rin1-Abl PPI inh 4.8 and MsrA inhibitor 0.7.
For O=C(c1cnn2c(C(F)(F)F)cc(-c3cccs3)nc12)N1CCN(Cc2ccccc2)CC1 the results were eLon inh -8.5, MsrA act -0.4, MLLE-PAM2 inh -10.4, CSN deneddyl inh 0.6, TbMetRS inhib -1.0, Neddylation inh inactive, FAS TE block 11.2, Rin1-Abl PPI inh -3.0 and MsrA inhibitor 0.7.
Screening Oc1ccc(/C=N/Nc2ccc3ccccc3c2)c(O)c1 returned eLon inh 1.2, MsrA act -4.1, MLLE-PAM2 inh -7.0, CSN deneddyl inh -5.3, TbMetRS inhib -0.1, Neddylation inh inactive, FAS TE block 5.5, Rin1-Abl PPI inh -2.5 and MsrA inhibitor 1.7.
Screening CC[C@H](C)[C@@H](C(=O)NCCCCCCCCCCC(=O)N1CCNCC1)n1cc(CCCCN=C(N)N)nn1 returned eLon inh -17.1, MsrA act 9.3*, MLLE-PAM2 inh 2.3, CSN deneddyl inh -0.8, TbMetRS inhib -0.2, Neddylation inh inactive, FAS TE block -3.9, Rin1-Abl PPI inh 6.0 and MsrA inhibitor 0.3.
`CC12CC3CC(C)(C1)CC(C(=O)NCc1ccco1)(C3)C2` gave eLon inh -5.0, MsrA act -2.4, MLLE-PAM2 inh -2.5, CSN deneddyl inh -3.7, TbMetRS inhib -0.1, Neddylation inh inactive, FAS TE block 2.9, Rin1-Abl PPI inh 5.6 and MsrA inhibitor -0.2.
c1ccc(-n2nnnc2N2CCOCC2)cc1 was read as eLon inh 8.4, MsrA act -0.9, MLLE-PAM2 inh -8.6, CSN deneddyl inh -4.8, TbMetRS inhib -1.7, Neddylation inh inactive, FAS TE block -0.5, Rin1-Abl PPI inh -2.3 and MsrA inhibitor 0.5.
